Bioassay records: PubChem, Sanford-Burnham Center for Chemical Genomics
UPR XBP1 act: activators of adaptive arm of unfolded protein response (XBP1); CHO-XBP1 luciferase reporter, IRE1-XBP1 UPR activation, luminescence; percent of tunicamycin response, DMSO as zero; activation, % at 20 µM; actives 0.33% (n = 330,000); AID 463104;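 active = versus positive control, 20 µM dose yields 30% or more activation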;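 also: 100% = tunicamycin at 10 µg/mL and 0% = DMSO only wells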
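Material: CHO-XBP1 cells stably carrying IRE1-XBP1-driven luciferase reporter / Amount: 1000 cells per well / Compound: 20 µM, 1% DMSO / Times: 6 h treatment, 37 °C / Detection: luciferase luminescence / Measure: % activation of reporter signal versus tunicamycin and DMSO controls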
tim10-1 inh: inhibits growth of tim10-1 mutant yeast. S. cerevisiae tim10-1 ts strain growth, BacTiter-Glo, 24 h. inhibition, % at 20 µM. actives 2.2% (n = 330,000). AID 463190;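 active = inhibition of at least 40%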;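 also: mutant grown at 25 °C; 0% = DMSO wells with yeast and 100% = wells holding no yeast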
APJ agonist: APJ receptor agonism. P35414. CHO-K1 APJ PathHunter beta-arrestin, luminescence; 0% DMSO wells, 100% apelin. activation, % at 20 µM. actives 0.11% (n = 330,000);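 active = activation more than six SD over the plate average, tested at 20 µM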;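 also: 0% = DMSO alone and 100% = apelin-13 at 10 nM; some results filed as inactive read as strong as hits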
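Test system – PathHunter CHO-K1 APJ (AGTRL-1) beta-arrestin reporter cells · Input – 1000 cells/well · Compound – single test compound dose, 20 µM final, 1% DMSO · Times – compound stimulation 90 min at 25 °C, detection 60 min · Technique – beta-gal luminescence · Read-out basis – APJ–arrestin association signal · Control set – negative DMSO alone, positive Apelin-13 at 10 nM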
CHOP UPR activ: activators of apoptotic arm of unfolded protein response (CHOP). CHO-CHOP luciferase reporter, UPR activation, luminescence; percent of tunicamycin response over DMSO baseline. activation, % at 10 µM. actives 0.34% (n = 330,000);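 active = at 10 µM dose, activation of 40% or more, normalized to positive control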;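 also: 100% = tunicamycin at 10 µg/mL and 0% = DMSO alone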
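Dosing – one dose, 10 µM in 0.5% DMSO · System – CHO-CHOP cells, stable luciferase reporter of PERK-eIF2a-CHOP signalling · Input – 500 cells/well · Control set – tunicamycin 10 µg/mL final as positive, DMSO-only wells as negative · Timing – 6 h compound treatment, 37 °C · Measure – % activation vs tunicamycin · Technique – luminescence read with Steady-Glo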
NR3A LBD binder: modulates the human NR3A ligand-binding domain; NR3A LBD differential scanning fluorimetry, Tm shift; 0% = protein alone, 100% = glycine-bound protein; Tm shift relative to glycine control, % at 25 µM; actives 2.5% (n = 340,000); AID 1259313;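 active = melting temperature shift of at least 10% of the positive control shift, at one fixed dose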
tim23-1 inh: inhibits growth of tim23-1 mutant yeast; inhibition, % at 20 µM; S. cerevisiae tim23-1 growth, BacTiter-Glo luminescence, 24 h; actives 1.3% (n = 330,000); AID 463212;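 active = growth inhibition of the mutant yeast at or above 50%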;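 also: temperature-sensitive mutant grown at 25 °C; plate controls were DMSO-treated mutant yeast for no effect and medium wells lacking yeast for full effect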
Mdm2-MdmX inh: inhibitors of human Mdm2/MdmX interaction; O15151+Q00987; SaOS-2 split-luciferase Mdm2/MdmX complementation, luminescence; inhibition, % at 8 µM; actives 3% (n = 330,000);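 active = inhibition of at least 50% at 8 µM in the primary screen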
Target sequence (O15151 whole entry, looked up): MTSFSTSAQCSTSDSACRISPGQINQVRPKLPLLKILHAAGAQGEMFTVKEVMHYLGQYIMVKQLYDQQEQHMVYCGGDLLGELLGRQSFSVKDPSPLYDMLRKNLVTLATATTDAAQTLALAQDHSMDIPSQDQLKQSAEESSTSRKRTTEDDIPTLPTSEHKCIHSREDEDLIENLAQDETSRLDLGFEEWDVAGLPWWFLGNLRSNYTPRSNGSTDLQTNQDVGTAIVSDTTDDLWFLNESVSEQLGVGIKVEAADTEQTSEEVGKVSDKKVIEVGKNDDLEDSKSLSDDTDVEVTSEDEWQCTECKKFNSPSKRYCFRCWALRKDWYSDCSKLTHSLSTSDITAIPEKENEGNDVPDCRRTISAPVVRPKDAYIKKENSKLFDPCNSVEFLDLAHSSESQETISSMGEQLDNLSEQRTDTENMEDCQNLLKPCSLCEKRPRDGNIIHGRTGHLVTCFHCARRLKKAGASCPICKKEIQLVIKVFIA
Target sequence (Q00987 whole entry, looked up): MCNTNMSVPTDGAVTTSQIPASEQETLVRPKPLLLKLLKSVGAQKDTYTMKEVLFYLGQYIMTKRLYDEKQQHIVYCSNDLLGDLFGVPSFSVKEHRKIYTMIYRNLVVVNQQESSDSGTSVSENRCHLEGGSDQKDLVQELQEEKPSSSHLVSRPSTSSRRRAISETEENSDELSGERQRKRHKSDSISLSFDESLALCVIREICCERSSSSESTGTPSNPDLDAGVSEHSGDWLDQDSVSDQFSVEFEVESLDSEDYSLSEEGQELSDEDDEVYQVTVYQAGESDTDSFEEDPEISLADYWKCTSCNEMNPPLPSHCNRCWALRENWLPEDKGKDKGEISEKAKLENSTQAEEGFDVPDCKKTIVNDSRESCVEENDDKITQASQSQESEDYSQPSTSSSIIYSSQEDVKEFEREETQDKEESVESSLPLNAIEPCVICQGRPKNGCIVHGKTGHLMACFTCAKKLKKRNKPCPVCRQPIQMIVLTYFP
NALP3 yeast inh: inhibitors of NALP3 inflammasome in yeast. Yeast reconstituted NLRP3/ASC/caspase-1, beta-gal luminescence, 24 h. inhibition, % at 10 µM. actives 0.39% (n = 330,000). AID 2825;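 active = inhibition of 50% or more; inactive = inhibition below 50%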;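 also: plate controls were induced DMSO wells for no effect and uninduced yeast grown without galactose for full effect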
TIM10 inh: growth inhibitors of TIM10 yeast strain; inhibition, % at 10 µM; actives 1.4% (n = 330,000); S. cerevisiae TIM10 strain growth, BacTiter-Glo luminescence, 24 h;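 active = inhibition of 40% or more at the single tested concentration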;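 also: wild-type TIM10 isogenic control strain grown at permissive 25 °C; 0% = DMSO yeast wells and 100% = minimal medium wells without yeast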
An asterisk follows results filed as active.

Letter code: A = UPR XBP1 act; B = tim10-1 inh; C = APJ agonist; D = CHOP UPR activ; E = NR3A LBD binder; F = tim23-1 inh; G = Mdm2-MdmX inh; H = NALP3 yeast inh; I = TIM10 inh
1. CC(=O)Nc1ccc(SCc2c(C)noc2C)cc1
  A: -3; B: 7; C: -1; D: -1.8; E: 2; F: 13; G: -20; H: -2; I: -3

2. CCNc1nc(NCC)nc(N(C)N)n1
  A: -2; B: -5; C: -1; D: 0.7; E: -2; F: -5; G: 2; H: 1; I: 7

3. O=C(c1ccc(-n2cccn2)cc1)N1CCN(c2ncccc2C(F)(F)F)CC1
  A: -2; B: 26; C: 0; D: -2.2; E: 0; F: 32; G: 16; H: 15; I: 22

4. CN(C)CCCN(C(=O)c1ccco1)c1nc2ccc(Br)cc2s1
  A: -2; B: 14; C: -1; D: 0.9; E: -2; F: 11; G: 26; H: 12; I: -3

5. Cc1ccccc1C(=O)NC[C@@H]1CCCN2CCCC[C@H]12
  A: -2; B: 1; C: -3; D: -0.3; E: 3; F: -3; G: 2; H: 15; I: 8

6. O=C1CN(C(=O)COC(=O)c2ccccc2NC(=O)c2ccco2)c2ccccc2N1
  A: 4; B: 16; C: -1; D: -1.8; E: 1; F: 20; G: -11; H: 2; I: -12

7. Cc1cc(=O)oc2cc(NS(=O)(=O)c3ccccc3)ccc12
  A: 2; B: 1; C: -2; D: -1.9; E: -1; F: -4; G: 26; H: -22; I: -3

8. COC(=O)c1ccccc1N1C(=O)C2C(C1=O)[C@H]1C=C[C@@H]2C1 (stereo partly drawn)
  A: -4; B: 6; C: -2; D: -0.1; E: 1; F: 12; G: 9; H: 4; I: 0

9. CCS(=O)(=O)N1Cc2ccccc2CC1C(=O)Nc1cccc(C)c1 (stereo not drawn)
  A: 0; B: 7; C: -3; D: 2.8; E: -1; F: 24; G: -21; H: 3; I: 21

10. Cn1cccc1C(=O)NC(=O)COC(=O)Cc1coc2ccc3ccccc3c12
  A: 4; B: 28; C: 7; D: -1.5; E: 711*; F: 18; G: -1; H: 19; I: 26

11. N#Cc1cccc(S(=O)(=O)NNC(=O)C23CC4CC(CC(C4)C2)C3)c1
  A: 1; B: 11; C: -8; D: 0.2; E: 0; F: 17; G: 3; H: 1; I: 8

12. CCC(OC(=O)c1ccco1)C(=O)NCc1ccc(OC)cc1 (stereo not drawn)
  A: -8; B: -17; C: 2; D: 0.2; E: -2; F: 0; G: 13; H: 4; I: -16

13. Nc1nc(-c2ccc(F)cc2)cc(C(F)(F)F)n1
  A: 3; B: 15; C: 5; D: -0.2; E: -3; F: 7; G: 20; H: 7; I: -14

14. COC(=O)c1cccc(S(=O)(=O)N2CCC(c3nc4ccccc4o3)CC2)c1
  A: -3; B: 5; C: 3; D: -0.3; E: 5; F: 5; G: 6; H: 18; I: 13

15. CCN(CC)CCCCCC(=O)Nc1ccccc1C(=O)Nc1ccccc1
  A: -3; B: 7; C: 5; D: 4.5; E: 0; F: 10; G: 16; H: 7; I: 0

16. Cc1nnc(NC(=O)c2ccc(C)c(S(=O)(=O)N3CCOCC3)c2)s1
  A: -2; B: 3; C: 0; D: 0.7; E: 2; F: 4; G: 2; H: 6; I: 0

17. O=C1CCc2cc(S(=O)(=O)N3CCC(C(=O)NC4CCCC4)CC3)ccc2N1
  A: -4; B: -21; C: -1; D: -1.8; E: 1; F: -8; G: -24; H: -12; I: -2

18. O=c1c2ccccc2nc2sc(Nc3ccc(F)cc3)nn12
  A: 0; B: 12; C: -2; D: 3.4; E: -4; F: 9; G: 0; H: 16; I: -2

19. O=C(CSCCc1ccccn1)Nc1cccnc1Cl
  A: 0; B: 15; C: -4; D: 1.3; E: 0; F: 0; G: -12; H: 0; I: 5

20. CCCCC(=O)N/N=C(\C)c1cccc(NC(=O)C2CC2)c1
  A: -3; B: 2; C: -3; D: 0.6; E: 7; F: 22; G: 0; H: 2; I: 8

21. CCOC(=O)c1c(-c2ccccc2)csc1NC(=O)CSc1nncs1
  A: 1; B: 23; C: 5; D: 1.1; E: -3; F: 27; G: -17; H: 7; I: -19

22. Cc1ccc(C)c(OCCCCn2ccnc2)c1
  A: -4; B: -9; C: -4; D: 0.2; E: -3; F: -6; G: 19; H: 25; I: 2

23. O=C(NN1C(=O)C2C3C=CC(C3)[C@H]2C1=O)c1cccnc1 (stereo partly drawn)
  A: -2; B: 2; C: 0; D: -0.9; E: -3; F: 11; G: 2; H: 7; I: 3

24. O=C(N/N=C/c1c[nH]c2ccccc12)c1cc2ccccc2o1
  A: 1; B: -17; C: 0; D: 3.7; E: 29*; F: 28; G: 33; H: 12; I: 49*

25. NC(CC(=O)O)c1ccc(Br)cc1 (stereo not drawn)
  A: -1; B: 13; C: 0; D: -0.7; E: -1; F: 1; G: 19; H: 3; I: -6

Continued (4 carried over from the part before).
Letter code: A = UPR XBP1 act; B = tim10-1 inh; C = APJ agonist; D = CHOP UPR activ; E = NR3A LBD binder; F = tim23-1 inh; G = Mdm2-MdmX inh; H = NALP3 yeast inh; I = TIM10 inh
22. Cc1ccc(C)c(OCCCCn2ccnc2)c1
  A: -4; B: -9; C: -4; D: 0.2; E: -3; F: -6; G: 19; H: 25; I: 2

23. O=C(NN1C(=O)C2C3C=CC(C3)[C@H]2C1=O)c1cccnc1 (stereo partly drawn)
  A: -2; B: 2; C: 0; D: -0.9; E: -3; F: 11; G: 2; H: 7; I: 3

24. O=C(N/N=C/c1c[nH]c2ccccc12)c1cc2ccccc2o1
  A: 1; B: -17; C: 0; D: 3.7; E: 29*; F: 28; G: 33; H: 12; I: 49*

25. NC(CC(=O)O)c1ccc(Br)cc1 (stereo not drawn)
  A: -1; B: 13; C: 0; D: -0.7; E: -1; F: 1; G: 19; H: 3; I: -6

26. CCc1cccc(N(C)C(N)=Nc2cccc3ccccc23)c1
  A: -1; B: -1; C: -3; D: -0.7; E: 0; F: -17; G: 53*; H: 23; I: 1

27. CCCC(=O)N1c2ccccc2NC2=C(C(=O)CCC2)C1c1ccc(F)cc1 (stereo not drawn)
  A: -3; B: 17; C: -2; D: -1.3; E: -1; F: 3; G: -9; H: 18; I: 15

28. COC(=O)c1ccc(NCC(=O)c2ccccc2)cc1
  A: -5; B: -8; C: -9; D: 7.3; E: 0; F: 9; G: 13; H: 17; I: 6

29. CN(c1ccc(C(=O)N2CCCCC2)cc1)S(=O)(=O)c1ccccc1
  A: -2; B: 11; C: 9; D: -0.9; E: -1; F: 19; G: -41; H: 22; I: -1

30. Cc1cc(C)c(C#N)c(SCc2cc3c(cc2Cl)OCO3)n1
  A: -3; B: 8; C: 5; D: -1.4; E: 1; F: 8; G: 25; H: 12; I: 2

31. CCN(CC(=O)Nc1c(F)cccc1F)C(=O)c1ccc(S(=O)(=O)N2CCC(C)CC2)cc1
  A: -2; B: 4; C: -1; D: -0.4; E: 0; F: 5; G: 19; H: 9; I: -3

32. CCOC(=O)C1=C(C)N=C2SC(C(=O)OC)=CC(=O)N2C1c1ccc(OC)cc1 (stereo not drawn)
  A: 10; B: 69*; C: -2; D: 4.5; E: 0; F: 75*; G: -2; H: 33; I: 71*

33. CCC(C)Sc1nc2c(cnn2-c2ccc(F)cc2)c(=O)[nH]1 (stereo not drawn)
  A: 8; B: 26; C: -1; D: 1.6; E: -4; F: 18; G: 18; H: -8; I: -3

34. Cc1ccc(N2C(=O)C3C4CC(=O)C(c5ccccc54)C3C2=O)cc1C (stereo not drawn)
  A: -4; B: 3; C: -1; D: -1.1; E: 1; F: 12; G: 21; H: 5; I: 12

35. CN(Cc1ccc2ccccc2c1)C(=O)c1ccc(C(F)(F)F)cc1
  A: 2; B: 2; C: -2; D: -2.4; E: 4; F: 2; G: 4; H: -3; I: -10

36. O=C(NC(=S)N1CCN(Cc2ccccc2)CC1)c1ccccc1
  A: -3; B: 17; C: -4; D: -1.7; E: -1; F: 19; G: -10; H: 38; I: 14

37. CCc1cc2c(=O)n(CC)c(SC(C)C(=O)Nc3c(C)n(C)n(-c4ccccc4)c3=O)nc2s1 (stereo not drawn)
  A: -4; B: 4; C: -2; D: 0.3; E: 8; F: -2; G: 13; H: 11; I: 3

38. COc1ccc(OC)c2[nH]c(=O)c(CCNC(=O)c3cccs3)cc12
  A: 1; B: 20; C: 2; D: -1.1; E: -2; F: 18; G: 3; H: 7; I: 24

39. C[C@H](CO)N1C[C@H](C)[C@@H](CN(C)S(=O)(=O)c2cn(C)cn2)Oc2c(NS(=O)(=O)c3ccccc3)cccc2C1=O
  A: -4; B: 8; C: 1; D: -0.7; E: 0; F: 2; G: 18; H: -4; I: 8

40. COCCN(C(=O)CC1C(=O)NCCN1CC(c1ccccc1)c1ccccc1)C(C)C (stereo not drawn)
  A: 0; B: 15; C: -4; D: -1.1; E: 1; F: 11; G: -7; H: -14; I: 12

41. CC1CCC2(CC1)NC(=O)N(CC(=O)Nc1ccc3c(c1)CCC3)C2=O (stereo not drawn)
  A: -2; B: 4; C: -4; D: -2.6; E: 0; F: 8; G: 15; H: 2; I: -2

42. N#C/C(=C\c1cccc([N+](=O)[O-])c1)c1ccccn1
  A: -1; B: 56*; C: -3; D: 2.4; E: -1; F: 63*; G: 4; H: 19; I: 39

43. COc1ccccc1C(=O)C1CCCN(C(=O)CSc2ccccn2)C1 (stereo not drawn)
  A: 1; B: 28; C: -2; D: 0.1; E: -2; F: 21; G: -14; H: -4; I: 3

44. CN(C)CCCN1c2ccccc2Sc2ccc(C(F)(F)F)cc21
  A: -3; B: 44*; C: -1; D: 1.1; E: 1; F: 21; G: 13; H: 37; I: 29

45. CCOc1cc(NC(=S)NCCCN2CCOCC2)c(OCC)cc1NC(=O)C1CC1
  A: 1; B: 1; C: 8; D: 1.6; E: -5; F: 13; G: -37; H: -3; I: -3

46. O=C(N/N=C/c1cc(Br)c(O)c([N+](=O)[O-])c1)C(O)(c1ccccc1)c1ccccc1
  A: -4; B: 2; C: -9; D: 0.5; E: -3; F: 1; G: 6; H: 6; I: 3

47. Cc1ccc(S(=O)(=O)N2CCOC2CNC(=O)C(=O)NCCc2ccc(S(N)(=O)=O)cc2)cc1 (stereo not drawn)
  A: -2; B: -5; C: -1; D: -1.7; E: 0; F: 17; G: 3; H: -3; I: 12
